M1 antag: antagonists of rat M1 muscarinic receptor; B-score at 10 µM; CHO-M1 cells, Fluo-4 calcium, ACh EC80 antagonist mode; stronger effect = lower value; 64,000 tested, 3.4% active; AID 628, 2007;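 active means calcium fluorescence response, raw or row-and-column corrected B-score, differing from the plate sample mean either way at a set confidence level, mostly lower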
Target sequence (P08482 whole entry, looked up): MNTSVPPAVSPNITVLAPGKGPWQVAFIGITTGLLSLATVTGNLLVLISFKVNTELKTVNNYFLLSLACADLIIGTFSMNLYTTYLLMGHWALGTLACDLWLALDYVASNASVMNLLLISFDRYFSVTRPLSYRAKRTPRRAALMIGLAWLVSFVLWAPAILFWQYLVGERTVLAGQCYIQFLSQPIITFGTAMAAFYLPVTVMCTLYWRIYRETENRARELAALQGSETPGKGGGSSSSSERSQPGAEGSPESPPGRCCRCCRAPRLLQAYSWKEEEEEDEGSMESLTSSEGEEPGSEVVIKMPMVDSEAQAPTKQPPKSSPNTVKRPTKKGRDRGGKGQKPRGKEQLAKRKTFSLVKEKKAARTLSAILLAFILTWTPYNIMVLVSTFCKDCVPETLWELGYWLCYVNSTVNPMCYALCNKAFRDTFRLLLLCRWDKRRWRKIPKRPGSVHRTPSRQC
NADH coupling: inhibitors of PK/LDH coupling enzymes, profiling panel, artefact control, biochemical, MLSMR library; 65,000 tested, 0.02% active; IC50, µM (highest dose often 10 µM), for inactives: at the top dose inhibition; coupled PK/LDH NADH assays, four targets; AID 774, 2007;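 active means single-dose screening hits from any of four coupled enzyme assays that gave an IC50 when retested across doses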;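 further: the DPM-DC format reads NADH fluorescence rather than 340 nm absorbance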
TNAP act DEA: human TNAP enzyme activators, primary screen, biochemical, luminescent, intermediate phosphate acceptor level. Alkaline phosphatase, tissue-nonspecific isozyme (Homo sapiens), P05186. purified TNAP, CDP-star luminescence, 100 mM DEA, 30 min; stronger effect = higher value; scale: 0 levamisole-inhibited, 1 vehicle-only enzyme. activation factor at 20 µM. 64,000 tested, under 10 active;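 active means activation factor of at least 2 at 20 µM, relative to controls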
Jurkat tox 60K: cytotoxicity toward Jurkat T cells, primary screen, cytotoxicity control, cell-based, Jurkat E6.1, 60K MLSMR library; Jurkat E6.1 viability, ATP luminescence, 48 h; inhibition, % at 4 µM; 56,000 tested, 1.2% active;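 active means inhibition above the mean inhibition of all tested compounds plus 3 SD, cut at about 28% in these data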
SF1 activator: activators of human SF-1, primary screen, cell-based, CHO-K1, Gal4-SF-1 LBD, luciferase luminescence. Steroidogenic factor 1 (Homo sapiens), Q13285. CHO-K1 Gal4-SF-1 LBD luciferase reporter; % increase over DMSO SF-1-specific signal. activation, % at 10 µM. 65,000 tested, 1.9% active. AID 522, 2006;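 active means activation above the mean activation of all tested compounds plus 3 SD, cut at about 50% in these data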
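Test system: CHO-K1 cells with Gal4–hSF-1 LBD chimera plus Gal4-driven luciferase; Input: 4,000 cells/well; Compound: 10 µM only; Times: 20 h compound treatment, 37 °C; Measured by: steady-glow luciferase luminescence, read after 15 min reagent incubation; Measure: percent activation versus DMSO; Control set: DMSO and mock-transfected background; Replicates: one test per compound.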
D1 mod: D1 CRE-luciferase signal change, two-sided – cell-based, HEK293 D1, dopamine EC30, D1 allosteric modulator project, primary screen; D(1A) dopamine receptor (Homo sapiens), P21728; B-score at 10 µM; dopamine EC30 potentiation; actives deviate in either direction; 58,000 tested, 5.9% active;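 active means luminescence count or its row- and column-corrected plate score outside the 99.7% band of the plate's sample wells, on either side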
Target sequence (P21728 whole entry, looked up): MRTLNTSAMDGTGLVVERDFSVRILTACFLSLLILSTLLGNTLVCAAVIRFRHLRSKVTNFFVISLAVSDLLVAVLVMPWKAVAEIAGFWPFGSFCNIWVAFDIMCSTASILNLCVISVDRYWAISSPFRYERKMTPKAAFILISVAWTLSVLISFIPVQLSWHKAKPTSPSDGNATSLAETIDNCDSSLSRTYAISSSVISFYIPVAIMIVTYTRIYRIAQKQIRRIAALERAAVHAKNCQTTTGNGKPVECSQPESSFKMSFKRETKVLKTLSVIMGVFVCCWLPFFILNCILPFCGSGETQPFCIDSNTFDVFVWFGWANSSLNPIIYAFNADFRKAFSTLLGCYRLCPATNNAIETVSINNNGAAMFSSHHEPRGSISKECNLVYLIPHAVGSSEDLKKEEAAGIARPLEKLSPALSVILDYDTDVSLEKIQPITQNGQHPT
HEK293 NFkB inh: inhibitors of PMA/ionomycin-induced NF-kB reporter, primary screen, antigen receptor NF-kB inhibitor project, cell-based, HEK-293 luciferase reporter, luminescence. HEK-293 NF-kB luciferase reporter. 62,000 tested, 0.21% active. inhibition, % at 3 µM. AID 465, 2006;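 active means inhibition above the mean of all tested compounds plus 3 SD, cut at about 40% in these data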;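 further: 0% = stimulated DMSO wells and 100% = 10 µM reference inhibitor 5653914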
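Material: HEK-293 cells with stable firefly luciferase reporter driven by four HIV NF-kB elements / Also added: PMA plus ionomycin mix as NF-kB-activating stimulus / Compound dosing: 3 µM once, 0.30% DMSO / Times: 1 h pretreatment, 16 h stimulation, 37 °C / Signal: luminescence / Evaluation: per-plate % inhibition versus controls / Benchmarks: DMSO and 10 µM reference inhibitor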
Ecoli tolC: growth inhibitors of E. coli tolC mutant, primary screen, strain BW25113 ΔtolC::kan, 384-well | OD615 | growth inhibition, % at 10 µM (by protocol) | 65,000 tested, 2.2% active | AID 573, 2007;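 active means growth inhibition at or above a cutoff equal to the mean over every tested compound plus 3 SD, cut at about 60% in these data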;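 further: growth measured after 20 h incubation at 37 °C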
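System: E. coli ΔtolC::kan strain BW25113; Buffer or medium: LB broth supplemented with 50 µg/mL kanamycin; Compound: 10 µM final, single dose; Incubation: bacterial growth with compound for 20 h at 37 °C; Signal: A615 absorbance measurement; Evaluation: growth inhibition in percent.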
M1 ag: M1 muscarinic receptor agonists, primary screen, CHO-M1 cells, Fluo-4 calcium, agonist mode; Muscarinic acetylcholine receptor M1; Fluo-4 calcium fluorescence; stronger effect = higher value; B-score at 10 µM; 64,000 tested, 3% active; AID 626, 2007;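 active means fluorescence rise, raw or as B-score row- and column-corrected plate score, outside the 99.7% band of its plate's samples, either direction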
* = called active by the depositor; / = not tested or not shown.

SMILES	M1 antag	NADH coupling	TNAP act DEA	Jurkat tox 60K	SF1 activator	D1 mod	HEK293 NFkB inh	Ecoli tolC	M1 ag
COc1ccccc1OCc1ccc(C(=O)n2nc(C)c(Cl)c2C)o1	0.088	1%	0.9	1	-2	-0.31	8	-3	-0.037
C=C(C)CSc1nnc(-c2cccc(S(=O)(=O)N(C)C)c2)n1-c1cc(OC)ccc1OC	0.62	2%	1	-2	6	-0.36	13	28	-1.1
O=c1c2ccccc2oc2nc(-c3ccco3)n(CCc3ccccc3)c(=O)c12	0.026	5%	0.9	2	-12	0.54	5	-32	0.026
COCCNC(=O)C(c1cccc(OC)c1)N(C(=O)Cn1nnc2ccccc21)c1cccnc1 (configuration not stated)	-0.15	8%	1	-7	-5	0.091	0	-21	0.25
CC(C)Cc1nc2oc3c(NCC4CCCO4)ncnc3c2c2c1CCC2 (configuration not stated)	-0.21	15%	1	2	-4	/	5	/	2.5
CCN(CC)CCNC(=O)c1c(O)c2cccc3c2n(c1=O)CCC3	-0.011	1%	1.1	13	6	-0.024	19	1	1.1
CC1(C)Cc2c(sc3nn[nH]c(=O)c23)CO1	0.77	7%	0.9	1	-3	-0.062	6	-22	0.44
COc1ccc(S(=O)(=O)Nc2ccc(Cl)cn2)c(C)c1C	1.3	2%	0.9	-12	-7	-3.4	-12	40	0.89
CN1C(=O)CSc2ccc(NC(=O)Nc3ccccn3)cc21	0.32	8%	0.9	-5	27	-1.4	-25	-1	-0.34
COc1ccc(CNC(=O)COC(=O)c2ccc3c(c2)OCCO3)cc1	-0.79	5%	0.9	-8	16	-0.65	20	1	0.93
N#CCCn1cnc2c(=S)nc[nH]c21	-0.051	3%	0.9	/	7	/	/	2	0.02
Cc1cc(C)n(C(=O)c2cc3ccccc3c(=O)o2)n1	-5.1*	6%	0.9	-7	-2	0.86	0	-14	0.18
CCOC(=O)/C=c1\s/c(=C(\C#N)C(=O)OCC)n(-c2ccccc2)c1=O	-1.2	9%	1.1	/	-3	/	/	6	2.6
c1ccc2[nH]c(SCCN3CCOCC3)nc2c1	0.17	5%	0.9	3	1	/	-1	-7	-0.15
CCOc1ccc2nc(NC(=O)C(CC)Sc3nc(C)cc(=O)[nH]3)sc2c1 (configuration not stated)	0.15	4%	0.9	-4	23	0.13	11	67*	-0.17
CCCOC(=O)c1cc2ccccc2oc1=O	0.25	8%	1	5	-10	/	10	-14	-0.13
COc1cc(NC(=O)c2c(-c3ccccc3Cl)noc2C)c2ncccc2c1	0.076	1%	0.9	-6	0	-0.87	-1	17	-0.44
O=C(CN1CCOCC1)Nc1ccc(-c2nc3ccccc3[nH]2)cc1	/	4%	0.9	-4	52*	/	-9	-1	/
Clc1ccc(-c2nnc3sc(Cc4cccs4)nn23)c(Cl)c1	0.16	3%	0.9	/	-11	/	/	18	0.036
O=C(NCc1ccncc1)C12CC3CC(CC(C3)C1)C2	0.66	6%	0.9	9	2	0.95	18	-3	-0.11
COc1ccc(C)cc1S(=O)(=O)N1CCN(S(=O)(=O)c2cc(C)ccc2OC)CC1	-0.39	2%	1	/	/	-1.8	/	20	-0.14
COC(=O)c1c(-c2ccncc2)csc1NC(=O)c1ccoc1C	0.57	2%	0.9	0	64*	2	-3	14	-0.37
NC(=O)CSc1ncc(-c2ccccc2)[nH]1	0.49	8%	0.9	/	24	0.0095	-1	-5	0.34
CCOC(=O)C1C(c2ccc3c(c2)OCO3)NC(=O)NC1(O)C(F)(F)F (configuration not stated)	-0.32	6%	0.9	3	-4	-0.35	19	-5	0.83
COc1ccc(NS(=O)(=O)c2cccc(C(=O)O)c2)cc1	0.15	3%	1	-2	-12	/	14	-10	-0.19
O=C(Nc1ccc(-c2noc(CCc3ccccc3)n2)cc1)c1ccco1	0.28	2%	0.9	8	23	-1.3	-8	-2	-0.83
Cc1nc(Cc2nnc(SCc3nc(N)nc(Nc4ccccc4C)n3)o2)cs1	-0.35	3%	1	/	-7	0.7	16	-3	-0.29
COc1ccc(-c2nnn(CC(=O)N(CC(=O)NCCC(C)C)c3ccccc3)n2)cc1OC	-0.11	4%	1	4	-6	1.1	25	6	0.014
Cc1onc(-c2c(Cl)cccc2Cl)c1C(=O)NCC1CCCO1 (configuration not stated)	0.66	3%	0.8	6	-16	0.97	-6	3	-0.34
O=S(=O)(NCC(O)COCc1ccco1)c1cccs1 (configuration not stated)	0.39	3%	0.9	/	3	0.026	3	3	-0.12
CCn1c(CNC(=O)c2cccc(C)c2)nnc1SCC(=O)Nc1cccc(OC)c1	-0.012	4%	0.9	-7	12	0.062	12	14	1.6
COc1ccc(C2CC(c3ccc(C)cc3)Nc3ncnn32)cc1 (configuration not stated)	-0.053	1%	0.8	-2	-1	0.32	4	12	-0.27
Cc1cccc(N2CCN(S(=O)(=O)c3ccc4c(c3)n(C)c(=O)c(=O)n4C)CC2C)c1 (configuration not stated)	-0.22	7%	1	10	5	0.96	15	-28	0.33
CCOc1ccc(CCNC(=O)C2CCN(c3nn4c(=O)cc(C)nc4s3)CC2)cc1	0.43	3%	0.9	11	-17	3.1	13	-3	0.46
CCCCn1c(SCC(=O)OC)nc2c1c(=O)n(C)c(=O)n2C	0.25	6%	0.9	1	0	2.2	5	1	1.1
CN=c1scc(C)n1/N=C/c1ccc(O)cc1	0.039	6%	0.9	-1	-25	-2.8	8	22	-1.1
CCCc1cc(=O)[nH]c(NCc2ccc(Cl)cc2)n1	0.23	7%	0.8	10	-5	2.8*	2	14	1.4
O=C(CC1CCCCC1)N1CCN(c2ccccn2)CC1	0.33	7%	1	3	-12	-0.78	22	6	-0.21
Cc1cc2cc(CCNC(=O)c3c(-c4ccccc4Cl)noc3C)c(=O)[nH]c2cc1C	0.38	5%	0.9	3	-19	-3.7*	6	13	2
CCOC(=O)c1cnc(-n2nc(C)cc2C)nc1N1CC(C)OC(C)C1 (configuration not stated)	-0.13	5%	0.9	0	7	1	12	20	0.37
CCOC(=O)c1ccccc1NC(=O)c1cn(CC)c2nc(C)ccc2c1=O	-0.33	5%	1	1	-7	5*	10	-3	0.96
CSC1=NCCN1C(=O)c1cccc(C(F)(F)F)c1	-0.076	7%	0.9	-2	-11	0.65	24	-19	-0.15
Cc1noc(C)c1S(=O)(=O)NCC(=O)O	-0.27	6%	0.9	-9	-3	0.5	5	-14	-0.031
Nc1cc(N)nc(SCC(=O)NCC2CCCO2)n1 (configuration not stated)	-0.43	6%	0.9	3	-4	-0.48	-1	-11	-0.13
Clc1ccc(Cn2ncc3c(N4CCCC4)ncnc32)cc1	/	6%	0.9	-2	-1	4.7*	12	26	/

Reformatted with each value named: two of the compounds above
> CCCc1cc(=O)[nH]c(NCc2ccc(Cl)cc2)n1
  M1 antag: 0.23 | NADH coupling: 7% | TNAP act DEA: 0.8 | Jurkat tox 60K: 10 | SF1 activator: -5 | D1 mod: 2.8* | HEK293 NFkB inh: 2 | Ecoli tolC: 14 | M1 ag: 1.4

> CCCCn1c(SCC(=O)OC)nc2c1c(=O)n(C)c(=O)n2C
  M1 antag: 0.25 | NADH coupling: 6% | TNAP act DEA: 0.9 | Jurkat tox 60K: 1 | SF1 activator: 0 | D1 mod: 2.2 | HEK293 NFkB inh: 5 | Ecoli tolC: 1 | M1 ag: 1.1

Next section:
SMILES	M1 antag	NADH coupling	TNAP act DEA	Jurkat tox 60K	SF1 activator	D1 mod	HEK293 NFkB inh	Ecoli tolC	M1 ag
O=C(Nc1ccccc1)N1C(=O)C2(OCCO2)c2ccccc21	0.24	3%	0.9	-6	6	0.08	-1	-4	1.4
O=C(CN1C(=O)CC(c2ccco2)Sc2ccccc21)Nc1ccccc1F (configuration not stated)	-0.01	4%	0.8	0	13	0.12	14	9	-0.95
c1ccc(OCCSc2ncnc3nc[nH]c23)cc1	-0.23	2%	0.9	-4	24	0.0041	2	11	-1.8
NC(=O)CSc1nnnn1-c1ccc(OC(F)(F)F)cc1	0.4	2%	0.9	6	13	0.46	-2	-20	-0.91
C/C(N)=C(/C#N)C(=O)CSc1nnnn1-c1ccc(C)cc1	-0.52	5%	1	-1	12	0.43	-2	0	-3.1
Cn1c(CCCCCN)nc2ccccc21	-0.084	3%	1	1	6	0.48	3	-9	-1
Cc1ccc(OCc2nnc(SCC(=O)Nc3sc(C)c(C)c3C#N)n2C)cc1	0.05	5%	0.9	-2	5	2.1	24	-5	-0.044
CC1=CC(C#N)(C#N)C(C#N)(C#N)C(c2ccccc2)N1 (configuration not stated)	-0.28	16%	1	-5	-9	0.11	7	-2	25*
Fc1cccc(Cl)c1Cn1nnc(-c2ccc3c(c2)OCO3)n1	0.5	3%	0.9	-2	70*	0.058	-27	63*	0.07
CCOC(=O)C1CCCN(C(=O)c2cc3c(=O)n(C)c4ccccc4c3n2C)C1 (configuration not stated)	-0.63	8%	1	4	8	-0.22	13	12	2.6
Fc1ccc(C2CC(c3ccco3)n3ncnc3N2)cc1 (configuration not stated)	-0.16	5%	0.9	/	/	/	/	2	-0.96
COc1cc(SC)ccc1C(=O)Nc1ccc2c(c1)CCN2S(C)(=O)=O	-0.64	3%	1	-4	5	-1.3	-1	-5	-0.2
CCN1C(=O)NC(c2cc(Br)ccc2OC)C(C(=O)OC)=C1C (configuration not stated)	0.12	4%	0.9	7	-21	-0.46	13	15	-0.42

Six records drawn at random from the list so far, as already listed:
SMILES	M1 antag	NADH coupling	TNAP act DEA	Jurkat tox 60K	SF1 activator	D1 mod	HEK293 NFkB inh	Ecoli tolC	M1 ag
COc1cc(SC)ccc1C(=O)Nc1ccc2c(c1)CCN2S(C)(=O)=O	-0.64	3%	1	-4	5	-1.3	-1	-5	-0.2
CC1=CC(C#N)(C#N)C(C#N)(C#N)C(c2ccccc2)N1 (configuration not stated)	-0.28	16%	1	-5	-9	0.11	7	-2	25*
Fc1cccc(Cl)c1Cn1nnc(-c2ccc3c(c2)OCO3)n1	0.5	3%	0.9	-2	70*	0.058	-27	63*	0.07
NC(=O)CSc1nnnn1-c1ccc(OC(F)(F)F)cc1	0.4	2%	0.9	6	13	0.46	-2	-20	-0.91
c1ccc(OCCSc2ncnc3nc[nH]c23)cc1	-0.23	2%	0.9	-4	24	0.0041	2	11	-1.8
O=C(CN1C(=O)CC(c2ccco2)Sc2ccccc21)Nc1ccccc1F (configuration not stated)	-0.01	4%	0.8	0	13	0.12	14	9	-0.95
